HTR2A ag: mouse HTR2A agonism via beta-arrestin recruitment | P35363 | CHO-K1 mHTR2A beta-arrestin complementation, luminescence; percent of 30 µM serotonin response | activation, % at 7.6 µM | 0.66% of 360,000 active;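 active = activation above a run cutoff, the mean activation of all tested compounds plus 3 SD, cut at about 14% in these data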;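 also: 0% = plate median of compound wells and 100% = 30 µM serotonin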
MC4R ag barr: agonists of human melanocortin 4 receptor (MC4R) beta-arrestin. P32245. AID 540308. activation, % at 8.9 µM. U2OS MC4R beta-arrestin complementation, luminescence; percent of melanotan II response, DMSO zero. 0.98% of 360,000 active;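 active = activation above a per-plate cutoff, the mean activation of sample wells on that plate plus 3 SD, cut at about 8% in these data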
H9c2 protect: protects H9c2 cardiomyocytes from peroxide injury; H2O2 injury protection, ATPLite, 2 h; AID 588492; 0.63% of 360,000 active; protection from H2O2 cell death, % at 20 µM;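 active = compounds giving at least 50% protection of heart cells from peroxide-induced death in the single-dose screen, raw or plate-pattern-corrected value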;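 also: 0% = DMSO wells with peroxide and 100% = DMSO wells without peroxide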
aDG glyco up: increases alpha dystroglycan glycosylation; activation, % at 10 µM; Pro5-aDG cells, alpha-DG glycosylation AlphaScreen (IIH6); 0% Pro5, 100% B10-LARGE cell signal; AID 624168; 0.22% of 360,000 active;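 active = activation of at least 8% versus controls, or a plate z-score of at least 8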;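 also: Pro5 are CHO cells carrying HIG-tagged alpha-DG that lacks glycosylation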
ABHD5-PLIN5 inh: blocks binding of human ABHD5 to perilipin-5 | Split G. princeps luciferase complementation, luminescence, 4 h | inhibition, % at 4 µM | AID 602281 | Q00G26+Q8WTS1 | 0.78% of 360,000 active;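 active = inhibition above the mean inhibition across every tested compound plus 3 SD, cut at about 22% in these data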;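 also: 0% = DMSO only wells and the 100% control is not disclosed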
MC4R antag cAMP: blocks human MC4R cAMP signaling; P32245; inhibition, % at 6.5 µM; 0.48% of 360,000 active; AID 540295; MC4R-expressing cells, MTII-stimulated cAMP, LANCE TR-FRET;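 active = inhibition above its plate's cutoff, the mean of tested wells on that plate plus 3 SD, cut at about 29% in these data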;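 also: 0% = Melanotan II alone and 100% = Melanotan II plus saturating MCL0020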
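material = U2OS cells stably expressing human melanocortin 4 receptor (MC4R) | also added = Melanotan II challenge | dosing = single nominal compound dose of 6.5 µM | detection = TR-FRET with Eu-cAMP and labeled anti-cAMP, 671 nm | replication = singlicate | timing = compound 30 min, challenge 1 h, detection 1 h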
hiPSC survival: enhancers of human iPSC single-cell survival; hiPSC single-cell survival, ATPlite luminescence; 100% = ROCK inhibitor wells, 0% = DMSO; survival enhancement, % at 20 µM; 0.044% of 360,000 active; AID 602274; in the data active = survival enhancement above about 18%;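 also: cells exposed to compounds for 16 hours before the ATP read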
Granule exo inh: lytic granule exocytosis inhibition; 0.66% of 360,000 active; inhibition, % at 10 µM; TALL-104 LAMP-1 surface exposure, flow cytometry; cells stimulated with thapsigargin and PMA; AID 651702;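 active = inhibition above about 55%, limit read from the data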
Glyco luc inh: N-linked glycosylation inhibition | D54 ERlucT glycosylation luciferase reporter, 24 h; percent of 100 nM tunicamycin response | reporter increase, % at 12.5 µM | 0.23% of 360,000 active;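 active = mean luciferase reporter signal, scaled so untreated is 0 and the glycosylation-blocking control 100, at or above a set limit in every replicate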;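 also: luciferase carries N-glycosylation sites so blocking glycosylation raises the light; 0% = median of neutral control wells and 100% = median of 100 nM tunicamycin wells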
ABCB6 inh MLPCN: human ABCB6 transporter inhibition | Q9NP58 | K562-ABCB6 porphyrin accumulation, flow cytometry, 1 h; active compounds read low | fluorescence ratio to DMSO, % at 10 µM | 0.19% of 360,000 active;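 active = fluorescence ratio to DMSO below 75%, the collection mean minus 3 SD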;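 also: signal is porphyrin accumulated inside mitochondria; 100% equals median channel fluorescence of DMSO control wells; lower ratio means ABCB6 inhibition with less porphyrin fluorescence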
Target sequence (Q9NP58 whole entry, looked up): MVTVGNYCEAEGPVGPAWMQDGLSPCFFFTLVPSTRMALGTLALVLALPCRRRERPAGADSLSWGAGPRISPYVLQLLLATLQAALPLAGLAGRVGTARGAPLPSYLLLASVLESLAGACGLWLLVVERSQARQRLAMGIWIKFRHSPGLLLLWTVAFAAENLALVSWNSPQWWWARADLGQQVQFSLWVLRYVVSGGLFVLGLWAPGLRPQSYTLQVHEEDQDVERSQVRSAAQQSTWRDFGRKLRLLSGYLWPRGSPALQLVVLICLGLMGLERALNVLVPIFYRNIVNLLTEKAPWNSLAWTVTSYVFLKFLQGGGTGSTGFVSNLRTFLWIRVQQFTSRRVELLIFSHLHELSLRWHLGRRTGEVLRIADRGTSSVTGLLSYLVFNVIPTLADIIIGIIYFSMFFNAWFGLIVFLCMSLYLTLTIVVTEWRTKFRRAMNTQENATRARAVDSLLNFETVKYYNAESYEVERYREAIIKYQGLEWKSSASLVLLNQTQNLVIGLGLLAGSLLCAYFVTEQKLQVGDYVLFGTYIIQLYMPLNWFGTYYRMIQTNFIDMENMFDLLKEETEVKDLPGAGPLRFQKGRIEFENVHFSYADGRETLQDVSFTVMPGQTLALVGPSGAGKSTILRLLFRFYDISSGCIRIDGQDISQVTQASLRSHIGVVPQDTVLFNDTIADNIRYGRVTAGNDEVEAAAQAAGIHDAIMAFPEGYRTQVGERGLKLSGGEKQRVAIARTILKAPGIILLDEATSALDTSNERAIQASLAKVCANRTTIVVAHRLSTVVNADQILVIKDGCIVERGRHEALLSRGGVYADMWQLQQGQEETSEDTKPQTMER
* hit, by the source's call; . = no result given. This is a random part of the collection, and some 4.5% of all compounds hit somewhere here.

SMILES	HTR2A ag	MC4R ag barr	H9c2 protect	aDG glyco up	ABHD5-PLIN5 inh	MC4R antag cAMP	hiPSC survival	Granule exo inh	Glyco luc inh	ABCB6 inh MLPCN
COc1cc(CNc2ncnc3c2ncn3[C@H]2CN(Cc3ccc(Cl)cc3)C[C@@H](CO)O2)cc(OC)c1OC	5.0	-0.1	-0.5	-0.2	13.6	6.1	0.3	-2.0	9.2	100.0
N/C(=N\c1nc2ccccc2o1)NC(=O)c1ccccc1F	9.0	0.7	-19.1	-0.1	-1.1	5.1	0.4	-2.7	2.6	93.0
COc1ccc(CNCc2ccc3ccccc3c2)c(OC)c1	-1.7	-0.4	-9.1	0.4	6.5	2.8	0.0	21.2	-4.4	100.0
CC(C)(CN1CCNCC1)NS(=O)(=O)c1ccc(Cl)cc1	-10.5	0.1	-4.6	1.6	6.0	0.8	-0.5	4.7	-3.2	98.0
On1ccccc1=S	-26.4	-5.3	-34.0	-0.3	0.1	9.2	-3.3	33.6	-18.9	100.0
COc1ccccc1NS(=O)(=O)c1cc(C)ccc1C	5.0	-1.6	-13.8	0.4	1.8	8.6	0.2	0.3	-3.6	93.0
O=C(NCCCN1CCCC1=O)c1cccc(S(=O)(=O)N2CCCCC2)c1	-1.6	-1.0	5.7	0.0	-1.2	-1.5	0.0	-4.7	1.8	94.0
CC(=O)Nc1ccc(NC(=O)CSc2nnnn2-c2ccccc2F)cc1	7.6	0.3	0.2	0.0	7.3	12.8	-0.1	-8.0	0.3	100.0
CNc1nc2c(N)ncnc2n1[C@H]1O[C@@H](CO)[C@H](O)[C@@H]1O	-8.2	1.0	2.1	-0.1	1.4	10.4	0.6	-3.0	-4.8	98.0
COc1ccccc1OCCn1c(=O)oc2ccc(C)cc21	-0.1	0.9	4.7	3.5	16.6	-3.3	-0.1	2.1	0.0	97.0
Cc1nc(NC(=S)NC(=O)c2cccs2)sc1C(=O)N(C)C	1.2	-0.9	-4.4	-0.5	7.3	2.6	-2.1	-1.3	0.0	94.0
CCC1SC(CC)C(=O)N(CC(=O)NC2CCCCC2)C1=O (stereo not drawn)	2.0	1.3	-1.8	0.1	2.5	12.1	-0.3	-1.9	-1.2	96.0
Cn1c(NC(=O)C(C)(C)Oc2ccc(Cl)cc2)cc(=O)n(C)c1=O	-3.4	-0.8	10.2	0.0	-9.0	14.6	-0.7	0.8	0.4	100.0
CCN(C[C@H]1N[C@@](CC)(C(=O)OC)[C@H]2C(=O)N(Cc3ccccc3)C(=O)[C@@H]12)C(=O)COC	-2.2	0.8	-0.7	-0.2	-7.6	15.5	-2.1	-2.5	3.0	97.0
O=C(c1ccco1)N1CCN(C2CN(CCc3ccccc3)S(=O)(=O)C2)CC1 (stereo not drawn)	3.8	.	2.9	0.3	-3.0	.	1.6	-2.0	0.5	98.0
c1ccc(NCc2ccccn2)cc1	0.6	1.4	-8.7	0.2	-4.4	-3.4	1.8	-2.1	0.9	93.0
CCOC(=O)C[n+]1ccc2c([nH]c3ccccc32)c1C	2.3	0.9	4.0	-0.1	0.3	26.2	-0.9	-6.3	2.3	105.0
Cc1ccc(N(Cc2ccco2)C(=O)c2ccc(N3CCCCC3)c([N+](=O)[O-])c2)cc1	-2.0	1.4	-3.7	-0.6	15.9	-0.6	-0.3	5.6	-4.3	98.0
CCNc1nc(Cl)nc(NCc2ccccc2)n1	-0.8	0.7	1.5	0.3	-10.5	3.5	-1.1	-2.9	-0.2	97.0
COc1cc(C)nc(Oc2ccc(=O)n(C)n2)n1	15.2*	-0.4	-5.0	0.1	-2.6	1.0	0.9	-5.5	1.2	116.0

Reprinted from the part before: two entries; new compounds follow.
SMILES	HTR2A ag	MC4R ag barr	H9c2 protect	aDG glyco up	ABHD5-PLIN5 inh	MC4R antag cAMP	hiPSC survival	Granule exo inh	Glyco luc inh	ABCB6 inh MLPCN
CCNc1nc(Cl)nc(NCc2ccccc2)n1	-0.8	0.7	1.5	0.3	-10.5	3.5	-1.1	-2.9	-0.2	97.0
COc1cc(C)nc(Oc2ccc(=O)n(C)n2)n1	15.2*	-0.4	-5.0	0.1	-2.6	1.0	0.9	-5.5	1.2	116.0
CCN(CC(=O)Nc1c(F)cccc1F)C(=O)/C=C/c1ccc2ccccc2n1	5.0	-3.4	-2.4	0.1	2.8	9.4	0.3	0.9	-0.4	101.0
CC(NS(=O)(=O)c1ccc(OCC(=O)NCc2ccccn2)cc1)c1ccccc1 (stereo not drawn)	-10.2	-0.5	6.8	0.0	8.4	14.7	-0.3	-10.9	-2.6	95.0
COC(=O)c1ccc(N=c2sc(C(=O)OC)cc(=O)n2C)cc1	5.5	-0.1	0.6	0.2	-3.3	3.1	1.9	-5.8	12.6	103.0
O=C(NCCOCCOCCNC(=O)c1cccnc1)c1cccnc1	1.0	1.3	-12.6	-0.3	2.8	7.2	6.7	5.9	-0.9	104.0
O=C(CN1C(=O)NC2(CCOc3ccccc32)C1=O)Nc1ccc(Br)cc1F (stereo not drawn)	-5.3	-1.9	-1.7	0.2	4.2	-1.6	-0.2	3.2	6.1	97.0
CN(C)S(=O)(=O)n1cc(/C=C(\NC(=O)c2ccccc2Cl)C(=O)N2CCCC2)c2ccccc21	-2.8	-2.9	18.1	-0.1	-3.1	3.7	-0.1	0.0	-0.2	97.0
COc1ccc(-c2cc(=O)oc3cc(OCC(=O)Nc4ccc(CCO)cc4)ccc23)cc1	0.7	0.1	-10.6	0.9	5.9	1.2	0.1	-0.6	-2.0	96.0
CC(C)(C)NC(=O)COc1coc(CN2CCN(Cc3ccccc3)CC2)cc1=O	0.5	0.5	-0.9	0.0	3.1	4.1	0.1	-0.2	0.5	102.0
COc1ccc(C(=O)NC(=S)Nc2ccccc2N2CCN(S(C)(=O)=O)CC2)cc1OC	-0.8	1.8	38.9	-0.5	6.2	20.3	0.5	-1.4	-0.5	94.0
O=C(NC1CCCCC1)N1CCCc2ccccc21	1.2	-2.8	8.0	0.0	-8.2	-0.5	0.4	1.8	1.5	102.0
COc1ccc(NC(=O)CCN2CCC(C)CC2)cc1	-0.4	-1.2	13.8	0.0	1.0	0.3	-1.6	0.2	0.3	95.0
CCCN(C)C1CN(Cc2cn(Cc3ccc(OC)cc3)nn2)S(=O)(=O)C1 (stereo not drawn)	6.5	.	.	0.1	-5.3	.	-0.4	-0.3	.	101.0
Cc1ccccc1NC(=O)c1sc(Cl)nc1C	-1.3	-0.7	8.0	0.3	-5.2	12.3	1.2	5.7	1.4	99.0
COC(=O)c1cc(N=Nc2sc(N)nc2C)cc(C(=O)OC)c1	4.0	-2.1	14.2	-0.3	-9.8	8.9	-0.9	3.1	15.5	100.0
O=C(CS(=O)(=O)c1ccccc1)Nc1nnc(Cc2ccccc2)s1	0.2	-2.5	-1.8	0.1	-8.7	4.7	-0.3	-0.2	1.9	99.0
Cc1ccc(C(=O)NNC(=O)c2csc(N3CCOCC3)n2)o1	2.1	-1.1	2.4	0.3	14.4	1.7	0.0	-3.5	-0.5	97.0
COc1ccc(C(=O)CCC(=O)N2CCN(c3cccc(Cl)c3)CC2)cc1	-0.6	-0.5	-13.5	0.2	6.7	-2.0	-1.0	0.8	-1.7	92.0
O=C(CNC(=O)N1CC(=O)Nc2ccccc21)Nc1ccc(F)c(Cl)c1	5.7	-2.5	-0.1	-0.1	6.1	3.0	0.1	-4.3	6.4	97.0
CCC(=O)N1CCc2cc(S(=O)(=O)CCC(=O)O)ccc21	-0.5	-0.1	6.4	0.0	6.8	9.2	-2.1	5.7	0.9	88.0
O=C(c1ccc([N+](=O)[O-])cc1Cl)N1CCN(c2ccccn2)CC1	-2.4	-3.1	6.9	0.0	-3.6	-0.4	-0.8	-3.6	-0.9	93.0
COc1cc(OC)nc(Nc2nc(C(N)Cc3ccccc3)cs2)n1 (stereo not drawn)	-5.2	0.2	7.8	1.2	9.0	-3.6	-2.9	0.6	6.8	94.0
C[C@H](CO)N1C[C@H](C)[C@@H](CN(C)C(=O)Nc2ccc(C(F)(F)F)cc2)Oc2ccc(NC(=O)Nc3ccccc3)cc2C1=O	-2.3	-0.5	-4.7	-0.3	8.6	8.1	-2.0	-0.1	2.5	97.0
Cc1cccc(NC(=O)CSCC(=O)N(CCC(C)C)c2c(N)n(Cc3ccccc3)c(=O)[nH]c2=O)c1	-0.2	0.3	1.9	-0.1	-12.6	9.9	-0.1	-15.8	1.2	98.0
Fc1ccc(-n2cc(CNCCc3ccncc3)c(-c3ccccc3Cl)n2)cc1	-1.6	1.4	1.5	0.3	7.7	17.6	-3.4	-2.6	-0.9	102.0
CCC(=NNS(=O)(=O)c1ccc(C)cc1)c1ccccc1	-4.4	-0.9	-9.0	-0.2	4.6	3.8	1.4	-0.7	0.1	96.0
CN1CCN(Cc2nc(Cc3cccc(F)c3)no2)CC1c1ccccc1 (stereo not drawn)	-5.8	-1.5	-3.0	-0.3	2.0	24.6	-0.5	3.3	1.2	100.0
CCN(CC)S(=O)(=O)c1ccc(O)c(C(=O)OCC(=O)N2CCCC2)c1	-2.2	1.9	-1.6	0.0	1.2	12.9	-0.3	-0.1	3.4	99.0
COc1ccc(C(=O)C2CCCN(Cc3c[nH]c4ccccc34)C2)c(OC)c1 (stereo not drawn)	-8.5	1.9	-2.2	0.5	13.6	2.4	-1.6	3.1	-2.1	95.0
Cc1ccc(CNC(=O)c2cc3ccccc3oc2=O)cc1	2.6	0.6	-1.7	-0.2	-10.2	2.4	2.2	6.2	-0.1	103.0
O=C(Cc1ccc2c(c1)OCCO2)N/N=C/c1ccco1	2.5	0.0	2.9	-0.2	-7.2	5.6	1.0	2.1	0.1	95.0
CCN(CC)c1ccc(/C=C(/C#N)c2nc3ccc(C)cc3[nH]2)c(OC(C)C)c1	-6.2	0.4	-13.5	1.2	6.6	1.8	-1.8	2.1	-3.8	745.0
COc1ccc(OCC2c3cc(OC)c(OC)cc3CCN2C(=O)C(C)C)cc1 (stereo not drawn)	-4.4	0.3	5.1	0.1	2.8	5.0	-0.8	-2.0	2.7	95.0
CCOc1ccc(-n2c(SC(C)C(=O)OC)nc3c(c2=O)SCC3)cc1 (stereo not drawn)	-1.1	-1.4	4.1	0.0	-3.0	12.3	0.5	-0.6	1.0	97.0
CSc1nsc(SC)c1NC(=O)N1CCCC1	-0.2	-1.4	-0.6	0.0	3.2	3.2	1.0	2.7	-0.7	105.0
COc1cc2c(cc1OC)C1CC(=O)C(CC(C)C)CN1CC2 (stereo not drawn)	-10.1	-1.2	1.8	0.2	-1.9	4.2	-0.5	41.6	-1.5	102.0
C=CCN1CN(S(=O)(=O)c2cccc(Cl)c2)c2nc3ccccc3nc21	7.9	-2.6	-0.5	-0.1	4.5	2.1	0.7	1.1	-4.7	102.0
CCOC(=O)N1CCN(C(=O)c2cnsn2)CC1	0.0	-0.6	-14.5	0.0	-0.7	-0.5	-4.1	-2.3	0.6	92.0

Source: PubChem
